Rv3671c protease: Rv3671c (M. tuberculosis) protease inhibition | inhibition, % at 5.96 µM | hit rate 0.048% among 320,000 | AID 2606; in the data active means inhibition above about 38%;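 further: extracellular domain of Rv3671c used as enzyme; 0% = enzyme with DMSO and 100% = no enzyme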
Target sequence (P9WHR9 whole entry, looked up, the tested form may be a part): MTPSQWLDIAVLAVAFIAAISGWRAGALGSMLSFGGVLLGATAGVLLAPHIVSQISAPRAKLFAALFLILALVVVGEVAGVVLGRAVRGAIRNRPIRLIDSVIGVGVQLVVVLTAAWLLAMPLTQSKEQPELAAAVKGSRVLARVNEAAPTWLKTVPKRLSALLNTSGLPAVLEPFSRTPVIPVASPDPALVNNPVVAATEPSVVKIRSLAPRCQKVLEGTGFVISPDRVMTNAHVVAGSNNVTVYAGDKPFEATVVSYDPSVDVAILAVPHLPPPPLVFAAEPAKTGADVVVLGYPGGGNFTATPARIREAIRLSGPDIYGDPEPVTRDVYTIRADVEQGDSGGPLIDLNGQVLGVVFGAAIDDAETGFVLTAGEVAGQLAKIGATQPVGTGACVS
BoNT-F LC inh: inhibitors of Botulinum neurotoxin F light chain protease; Multiplex microsphere protease cleavage assay, flow cytometry; inhibition, % at 10 µM; hit rate 0.22% among 360,000; in the data active means inhibition above about 35%, passing the limit was not always enough; inconclusive means no clear call, values can overlap the other calls; further: plate controls were buffer without enzyme for full effect and enzyme alone for no effect
MazEF act: MazEF (E. coli) toxin RNase activation; AID 504720; activation, % at 20 µM; hit rate 0.32% among 350,000; P0AE70; FAM/BHQ RNA-DNA oligo cleavage fluorescence, 5 h; in the data active means activation above about 50%
Target sequence (P0AE70 whole entry, looked up): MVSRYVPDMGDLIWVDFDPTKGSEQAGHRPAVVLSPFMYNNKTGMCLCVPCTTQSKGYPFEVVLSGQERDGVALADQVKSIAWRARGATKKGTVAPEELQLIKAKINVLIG
SARS 3CLpro inh: SARS-CoV 3CLpro protease inhibition. recombinant SARS-CoV 3CLpro, quenched FRET peptide cleavage. hit rate 0.14% among 290,000. P0C6X7. AID 1706. inhibition, % at 6 µM; in the data active means inhibition above about 12%
VHR inh abs: inhibitors of human VHR1 phosphatase (DUSP3) | hit rate 0.52% among 290,000 | inhibition, % at 13.3 µM | AID 1654 | recombinant VHR phosphatase, pNPP absorbance; in the data active means inhibition above about 50%; further: some compounds called inactive have numbers as strong as hits
Target sequence (P51452 whole entry, looked up): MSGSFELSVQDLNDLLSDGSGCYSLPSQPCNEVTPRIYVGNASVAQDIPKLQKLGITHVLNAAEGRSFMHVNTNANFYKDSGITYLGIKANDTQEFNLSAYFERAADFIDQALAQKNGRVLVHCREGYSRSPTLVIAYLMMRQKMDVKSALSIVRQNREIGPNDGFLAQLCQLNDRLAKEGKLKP
SSB-PriA inh: inhibitors of Klebsiella pneumoniae PriA binding to SSB C-terminal tail | AlphaScreen SSBct-PriA binding, biotinylated peptide | inhibition, % at 33 µM | hit rate 0.6% among 430,000; in the data active means inhibition mostly above about 37%, no sharp cut-off; inactive means mostly below about 20%;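 further: plate controls were negative control peptide for no effect and reference peptide for full effect; strong numbers were not always called active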
PrPC surface inh: reduces human prion protein on the cell surface; hit rate 0.43% among 370,000; P04156; AID 720596; inhibition, % at 13.8 µM; cell surface PrPC, TR-FRET read-out; in the data active means inhibition above about 24%; further: 0% = median of the test wells and 100% = reference compound wells
CCHFV vOTU inh: CCHFV vOTU protease inhibition. Pep-AMC fluorescence. hit rate 0.55% among 370,000. AID 651958. inhibition, % at 11.5 µM; in the data active means inhibition above about 30%; further: 0% = vehicle wells with enzyme and 100% = no enzyme wells
BoNT-A LC inh2: blocks Botulinum neurotoxin A light chain protease. multiplex microsphere protease substrate cleavage, flow cytometry. inhibition, % at 10 µM. hit rate 0.17% among 360,000. AID 588499; further: plate controls were buffer without enzyme for full effect and enzyme alone for no effect
Anthrax LF inh2: anthrax lethal factor protease inhibition; P15917; multiplex microsphere protease cleavage assay, LF; inhibition, % at 10 µM; hit rate 0.12% among 360,000; further: plate controls were buffer without enzyme for full effect and enzyme alone for no effect
* hit, by the source's call; i = inactive; ? = inconclusive; / = not tested or not shown. Unless noted, no stated cut-off is given here; in the data, active means inhibition above about 30%; inconclusive means no clear call, values can overlap the other calls; inactive means below that.

SMILES | Rv3671c protease | BoNT-F LC inh | MazEF act | SARS 3CLpro inh | VHR inh abs | SSB-PriA inh | PrPC surface inh | CCHFV vOTU inh | BoNT-A LC inh2 | Anthrax LF inh2
O=C(NNC(=O)c1ccc([N+](=O)[O-])cc1)c1ccc(NS(=O)(=O)c2cccs2)cc1 | -7 | 9 | 5 | / | / | 1 | -34 | 17 | 0.0 | 0
COc1cc(C2C(C(C)=O)=C(O)C(=O)N2CCN(C)C)ccc1O (centres undefined) | 3 | -2 | 3 | -1 | 13 | 0 | -7 | 8 | -1.0 | -4
CCN(CC(=O)NCc1cccs1)S(=O)(=O)c1cccc(C(C)=O)c1 | -3 | 4 | -2 | 3 | 19 | -17 | -10 | 5 | -2.5 | -1
Cc1ccccc1C(=O)Nc1ccnn1C1CCN(C(=O)C2CCOC2)CC1 (centres undefined) | 3 | 4 | 2 | -2 | 32 | -5 | -7 | 3 | -0.3 | 2
Cc1ccc(SCC2CNc3nc4ccccc4c(=O)n32)c(C)c1 (centres undefined) | -6 | 24 | 1 | 1 | 8 | 0 | 8 | 5 | 1.3 | 5
COc1ccc(-c2c(S(=O)(=O)c3ccccc3)cnn2-c2ccccc2)cc1 | -7 | -1 | -10 | -4 | 24 | 1 | 1 | -3 | 1.2 | -2
CCN(CCn1cccn1)C(=O)c1cc(COc2ccc(F)c(F)c2)on1 | -4 | -4 | -2 | -1 | 24 | -15 | 1 | 7 | -1.1 | 0
O=C(O)Cc1sc(Nc2ccc(F)cc2)nc1-c1cccs1 | -48 | -7 | 8 | -3 | 37 | -8 | 6 | 27 | 6.1 | 2
O=[N+]([O-])c1cccc(Cl)c1NCCNS(=O)(=O)c1ccc(Cl)cc1 | -3 | 3 | -16 | 3 | 5 | 26 | -7 | -3 | -0.1 | 1
Cn1c(Cc2ccccc2)nnc1SCC(=O)N1CCOCC1 | 2 | 0 | -8 | 4 | 16 | -8 | -2 | 5 | -0.6 | -4
CCOC(=O)[C@]12CCCC=C1N(Cc1ccc(Cl)cc1Cl)C(=O)[C@H](CC(=O)NCc1ccccc1)C2 | / | 2 | / | / | / | / | 1 | 5 | 0.3 | 6
COC(=O)C1=C(c2ccc(C(C)=O)cc2)C[C@@H]2CC[C@H]1N2C(=O)NC1Cc2ccccc2C1 | -1 | -4 | -3 | / | / | 2 | / | / | -0.1 | -7
COc1ccc(-c2nc(-c3cccc(C)c3)[nH]c(=O)c2C#N)cc1 | -6 | -15 | -7 | 3 | -1 | -5 | 4 | -5 | -0.2 | 4
CC(C)(C)c1cc(C(=O)N/N=C/c2ccc(-c3ccccc3[N+](=O)[O-])o2)n[nH]1 | 11 | 2 | 22 | -154 | -9 | / | -4 | 22 | -0.3 | -3
CCn1cc(/C=C(\NC(=O)c2ccccc2F)C(=O)N2CCCC2)c2ccccc21 | -3 | 4 | 12 | 3 | 2 | -8 | / | / | 0.6 | -1
Cn1c(=O)[nH]c(=O)c2c1nc(CN1CCN(c3cccc(Cl)c3)CC1)n2CCCc1ccccc1 | -13 | -6 | -53 | 5 | 16 | -28 | 4 | -2 | -1.0 | -4
CCCCNC(=O)C1(C)CCN1C(=O)Cc1ccc(OC)cc1 (centres undefined) | / | -5 | / | / | / | / | 12 | 0 | -0.4 | 6
CC(=O)N(C(C)=O)c1ncnc2c1c(-c1ccc(Cl)cc1)nn2C(C)(C)C | 1 | -1 | 5 | -1 | 5 | 0 | 6 | -18 | -1.1 | -2
COc1cccc(N2CCN(C(=O)CC(C)(C)CC3=NS(=O)(=O)c4ccccc4N3)CC2)c1 | -9 | 9 | 5 | 3 | -14 | -8 | 9 | 0 | 0.5 | 2
COc1ccc(N2CCN(C(=O)c3sc4ncn(CC(=O)N5CCCCC5)c(=O)c4c3C)CC2)cc1 | 2 | 2 | 7 | -6 | 34 | 5 | 3 | 7 | 0.8 | -1
O=C(Nc1ccc2c(c1)OCCO2)c1ccc2nccnc2c1 | -6 | -15 | 5 | -5 | 10 | -11 | -27 | -1 | -2.3 | -5
Cc1nn(C)c(C)c1NC(=O)CSc1nc(C2CC2)nc2c1cnn2-c1ccccc1 | -1 | 4 | -56 | 4 | 13 | -13 | -2 | -9 | 0.4 | -5
Cc1nc2sc(C(c3ccco3)N3CCN(C(c4ccccc4)c4ccccc4)CC3)c(O)n2n1 (centres undefined) | -3 | 0 | -1 | 4 | -20 | 4 | -6 | 5 | -0.3 | 1
Cc1ccc(C)c(NC(=O)CN(C)C(=O)c2ccc3c(=O)n4c(nc3c2)CCC4)c1 | -3 | -4 | 0 | / | / | -13 | 3 | 1 | 0.4 | -4
CCCn1c(N)c(C(=O)CSc2nnc(-c3ccco3)n2Cc2ccccc2)c(=O)[nH]c1=O | -8 | 13 | 13 | 2 | / | -3 | 2 | -11 | 0.9 | 3

Additional records.
SMILES | Rv3671c protease | BoNT-F LC inh | MazEF act | SARS 3CLpro inh | VHR inh abs | SSB-PriA inh | PrPC surface inh | CCHFV vOTU inh | BoNT-A LC inh2 | Anthrax LF inh2
Cc1ccc(C)n1-c1ccc(NC(=O)c2ccccc2)cc1 | -2 | -22 | 0 | 7 | -2 | -12 | 4 | 9 | 1.3 | -5
CCOC(=O)c1c(/N=C/C2C(=O)CCCC2=O)sc2c1CCCC2 | 1 | 2 | 9 | 0 | -6 | / | -3 | -10 | -0.4 | -9
CC(OC(=O)Cn1[nH]c(=O)c2ccccc2c1=O)C(=O)Nc1cccc(Cl)c1 (centres undefined) | -22 | ? | 2 | / | / | -5 | 8 | -12 | -1.7 | -5
Cc1ccc(S(=O)(=O)N(C)c2ccc(C(=O)N(CC(C)C)C3CCS(=O)(=O)C3)cc2)cc1 (centres undefined) | -1 | -2 | 0 | / | / | 8 | -5 | -3 | 0.3 | -3
Cc1ccc2nc(CSc3nnc(Nc4ccccc4C)s3)cc(=O)n2c1 | -11 | -7 | 5 | 3 | 10 | -5 | -7 | 6 | 6.9 | 3
Cc1c(NC(=O)c2cccc(-c3cc4ccccc4oc3=O)c2)cccc1-c1nc2ncccc2o1 | -116 | 2 | -28 | 0 | 16 | 2 | -7 | -10 | -0.1 | 0
CCOC(=O)[C@H]1[C@H]2COc3ccc(Br)cc3[C@@H]2N2C(=O)c3c(C)cc(C)cc3NC(=O)[C@@]12C | -18 | 4 | -4 | / | / | 3 | 14 | -1 | 0.2 | -4
Nn1cc(-c2ccccc2)nc1SCC(=O)N1CCN(S(=O)(=O)c2ccccc2)CC1 | 7 | -18 | 1 | -7 | 2 | -13 | -2 | -11 | -0.2 | -5
COC(=O)C1=C(C)Nc2ccc(C)cc2S1 | -9 | -11 | 7 | 3 | -10 | 6 | -2 | 2 | 0.3 | -6
COc1ccc(/C=C2/SC(=O)N(CCNC(=O)C3CCCN3C(=O)c3cccs3)C2=O)cc1 (centres undefined) | -9 | -4 | 4 | -2 | 11 | 13 | -3 | 10 | 0.6 | -1
CCN1CCN(S(=O)(=O)c2ccc(Cl)c(C(=O)N(CC)CC(=O)Nc3ccc(OC)cc3)c2)CC1 | -12 | 4 | -2 | 4 | 14 | -5 | 0 | 0 | 3.1 | 3
Cn1c(SCc2cc(=O)[nH]c(C(C)(C)C)n2)nnc1C(F)(F)F | -5 | ? | 1 | 0 | 17 | -12 | -5 | -12 | ? | -4
C=CCSc1nnc(NC(=O)CSc2nc3ccccc3o2)s1 | 8 | -3 | -9 | 1 | -15 | 1 | 2 | 4 | -1.0 | 1
O=C(Cn1ncc2c3ccccc3n(Cc3ccccc3F)c2c1=O)NC1CC1 | 5 | 2 | -11 | -2 | -12 | -1 | 0 | 7 | 0.6 | -1
CCN(C(=O)Cc1c(C(=O)O)n(C)c2ccccc12)c1ccc(F)cc1 | 11 | 4 | 10 | 2 | 3 | -11 | 4 | -4 | -1.4 | -11
Cc1nnc(NC(=O)CSc2ccc(-c3ccc(Cl)cc3)nn2)s1 | -14 | -3 | -2 | 6 | -6 | 1 | -9 | -6 | -0.5 | -2
COC1C(C)OC(OC2CC(C)(O)Cc3cc4c(c(O)c32)C(=O)c2c(O)cc3c(c2C4=O)OC2OC3(C)C(O)C(N(C)C)C2O)C(OC)C1(C)OC (centres undefined) | / | -33 | i | / | / | 8 | -31 | 25 | 8.2 | -6
CCOc1ccc(CCNC(=O)C2CCN(c3ccc(N4CCOCC4)nn3)CC2)cc1OCC | -1 | 2 | 9 | 4 | 7 | -9 | -16 | -38 | -0.6 | -1
COc1ccc(CC(=O)Nc2nccs2)cc1OC | -5 | 1 | 3 | -4 | -3 | -6 | 4 | 3 | 0.3 | 2
CC(C)(C)c1ccc2c(c1)C(c1ccc3c(c1)OCO3)CC(=O)O2 (centres undefined) | / | -6 | -1 | / | / | -2 | 0 | 11 | -0.2 | -7
CCOc1ccccc1N1CC(C(=O)Nc2nccs2)CC1=O (centres undefined) | 4 | 9 | -8 | 3 | 49 | -11 | 1 | -17 | -0.1 | -1
CC1(C)Oc2ccc3ccc(=O)oc3c2[C@H](O)[C@H]1O | -3 | 3 | -4 | / | / | 0 | -3 | -21 | -0.3 | -5
Cc1ccc(C)c(-n2c(SCC(=O)NCC3CCCO3)nnc2-c2ccoc2C)c1 (centres undefined) | -1 | ? | 6 | 7 | -1 | 7 | / | / | 0.2 | -3
O=C(Nc1cccnc1)c1cc(S(=O)(=O)N2CCCCC2)c(Cl)cc1Cl | 6 | 12 | 4 | 4 | 28 | -7 | 2 | 12 | -1.6 | 6

Compound profiles, from the list above. Screens in order: Rv3671c protease	BoNT-F LC inh	MazEF act	SARS 3CLpro inh	VHR inh abs	SSB-PriA inh	PrPC surface inh	CCHFV vOTU inh	BoNT-A LC inh2	Anthrax LF inh2
Cc1ccc2nc(CSc3nnc(Nc4ccccc4C)s3)cc(=O)n2c1 is entered as -11	-7	5	3	10	-5	-7	6	6.9	3
CCOC(=O)c1c(/N=C/C2C(=O)CCCC2=O)sc2c1CCCC2 is entered as 1	2	9	0	-6	/	-3	-10	-0.4	-9
COC1C(C)OC(OC2CC(C)(O)Cc3cc4c(c(O)c32)C(=O)c2c(O)cc3c(c2C4=O)OC2OC3(C)C(O)C(N(C)C)C2O)C(OC)C1(C)OC (centres undefined) is entered as /	-33	i	/	/	8	-31	25	8.2	-6
Cc1c(NC(=O)c2cccc(-c3cc4ccccc4oc3=O)c2)cccc1-c1nc2ncccc2o1 is entered as -116	2	-28	0	16	2	-7	-10	-0.1	0
CCN1CCN(S(=O)(=O)c2ccc(Cl)c(C(=O)N(CC)CC(=O)Nc3ccc(OC)cc3)c2)CC1 is entered as -12	4	-2	4	14	-5	0	0	3.1	3

Another view of part of the listing above:
The line under a structure holds: Rv3671c protease | BoNT-F LC inh | MazEF act | SARS 3CLpro inh | VHR inh abs | SSB-PriA inh | PrPC surface inh | CCHFV vOTU inh | BoNT-A LC inh2 | Anthrax LF inh2
Cn1c(SCc2cc(=O)[nH]c(C(C)(C)C)n2)nnc1C(F)(F)F
  -5 | ? | 1 | 0 | 17 | -12 | -5 | -12 | ? | -4
C=CCSc1nnc(NC(=O)CSc2nc3ccccc3o2)s1
  8 | -3 | -9 | 1 | -15 | 1 | 2 | 4 | -1.0 | 1

These rows are one share of the data, so the mix of outcomes need not match the whole.
